Assay outcomes from PubChem.
CHO parental Ca = counter-screen: ATP calcium response change in parental CHO cells. parental CHO-K1, ATP-induced calcium, Fluo-8 fluorescence. inhibition, % at 5.6 µM. hit rate 0.63% among 330,000. AID 463079;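 active = inhibition above that plate's mean sample inhibition plus 3 SD, cut at about 26% in these data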;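 also: 0% = ATP-challenged DMSO wells and 100% = DMSO wells without ATP; some compounds past the cut are filed as inactive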
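Measured by: calcium-sensitive Fluo-8 fluorescence / Test system: CHO parental line / Controls: ATP-challenged DMSO wells low, unchallenged DMSO wells high / Measure: % inhibition / Compound: single nominal dose of 5.6 µM per compound / Replicates: single well per compound, no replicates / Reagent: ATP as calcium-mobilizing challenge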
V1R ag counter = activates human V1a receptor in oxytocin agonist counter-screen; CHO-V1R cells, Fluo-8 calcium fluorescence, agonist mode; 0% DMSO, 100% 3 nM vasopressin; activation, % at 3 µM; hit rate 0.25% among 320,000;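 active = activation above the mean activation of all tested compounds plus 3 SD, per screening run, cut at about 20% in these data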;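 also: signal is peak over basal fluorescence ratio across a 100 second FLIPR read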
Target sequence (P37288 whole entry, looked up): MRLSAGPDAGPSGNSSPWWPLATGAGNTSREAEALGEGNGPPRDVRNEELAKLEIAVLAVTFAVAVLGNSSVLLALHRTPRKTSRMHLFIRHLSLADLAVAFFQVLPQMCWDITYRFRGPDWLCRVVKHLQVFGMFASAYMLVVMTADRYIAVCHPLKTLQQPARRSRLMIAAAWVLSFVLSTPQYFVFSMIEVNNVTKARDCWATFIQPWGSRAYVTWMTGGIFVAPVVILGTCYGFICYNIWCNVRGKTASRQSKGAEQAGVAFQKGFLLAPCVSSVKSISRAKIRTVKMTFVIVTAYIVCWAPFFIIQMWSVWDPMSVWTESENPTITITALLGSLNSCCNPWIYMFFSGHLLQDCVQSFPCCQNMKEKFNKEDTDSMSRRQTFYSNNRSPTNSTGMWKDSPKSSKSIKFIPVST
OXTR potentiator = potentiates the human oxytocin receptor response; P30559; CHO-OTR cells, Fluo-8 calcium fluorescence, potentiator mode; 0% = oxytocin EC15, 100% = EC100; activation, % at 3 µM; hit rate 0.061% among 320,000; AID 2445;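 active = activation above that plate's cutoff, the mean activation of tested compounds plus 3 SD, cut at about 6.6% in these data, passing the limit was not always enough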;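 also: 100% uses oxytocin at 75 nM as the full agonist control; some results filed as inactive read as strong as hits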
Target sequence (P30559 whole entry, looked up): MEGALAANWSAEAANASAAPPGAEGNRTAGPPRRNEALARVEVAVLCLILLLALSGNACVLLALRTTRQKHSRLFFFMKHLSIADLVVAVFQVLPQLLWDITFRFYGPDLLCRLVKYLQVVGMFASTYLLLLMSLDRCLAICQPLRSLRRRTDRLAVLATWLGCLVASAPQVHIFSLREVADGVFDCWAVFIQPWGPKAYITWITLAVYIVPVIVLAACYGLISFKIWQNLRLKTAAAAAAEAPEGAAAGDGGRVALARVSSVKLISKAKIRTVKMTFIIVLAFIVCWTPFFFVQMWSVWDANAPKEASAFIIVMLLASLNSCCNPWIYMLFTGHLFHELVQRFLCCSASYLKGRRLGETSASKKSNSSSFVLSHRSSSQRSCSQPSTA
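Material: human OTR in CHO cells. Compound: 3.0 µM, one dose. Timing: compound 6 min at room temperature before oxytocin, 100 s read. Evaluation: % activation of max/min ratio relative to oxytocin controls. Replication: single well per compound, singlicate. Signal: Fluo-8 calcium dye fluorescence.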
An asterisk follows results filed as active. The list is partial, so the mix of outcomes need not match the whole.

Sequence of screens: CHO parental Ca | OXTR potentiator | V1R ag counter
CCCCCCCc1ccc(C2NC(=S)NC3=C2C(=O)c2ccccc23)cc1 (configuration not stated)
 : 8 | -3 | 0.1
COc1cccc([C@H](O)Cn2cc(-c3ccc(CON=C(C)C)cc3)nn2)c1
 : -2 | -7 | 1.5
CCn1c(C)nc2cc(C(=O)N=Nc3c(O)[nH]c4ccccc34)ccc21
 : 1 | -2 | 0.1
C#CCOCCOCCOCCNc1nc(N2CCN(C(=O)CCCCCCCCCCNC(=O)[C@H]([C@@H](C)CC)n3cc(CCCCN=C(N)N)nn3)CC2)nc(N2CCN(C(=O)CCCCCCCCCCNC(=O)[C@H](CCCN=C(N)N)n3cc(C[C@@H](C)CC)nn3)CC2)n1
 : -23 | 0 | 0.3
CCOC(=O)c1c(/N=C/c2ccc(O)cc2O)sc2c1CCC2
 : -4 | -8 | 0.6
c1ccc2oc(-c3ccc(Nc4nc(N5CCCCC5)nc(N5CCOCC5)n4)cc3)nc2c1
 : 4 | -4 | -0.2
CC(=O)c1cc2c(cc1NC(=O)CSc1nc3ccccc3[nH]1)OCO2
 : -8 | -4 | 2.6
O=C(CCC(=O)N1CCN(c2ccc(O)cc2)CC1)c1ccc(Br)cc1
 : 18 | -5 | 3.0
CCc1ccc(N2C(=O)c3cc(N4CCOCC4)c([N+](=O)[O-])cc3C2=O)cc1
 : -5 | -2 | 1.1
COc1cc(NS(=O)(=O)c2ccc(NC(=O)CSC3=NCCS3)cc2)nc(OC)n1
 : -7 | -3 | 1.1
O=C1OC2(c3ccccc31)c1cc(I)c(O)c(I)c1Oc1c2cc(I)c(O)c1I
 : 94* | -26 | 659*
CCOC(=O)c1c(-c2ccc(OCC)cc2)csc1NC(=O)CCN1C(=O)c2ccccc2C1=O
 : -22 | -5 | -0.8
CCOC(=O)C(CSCC(=O)c1ccc(Br)cc1)NC(=O)OC(C)(C)C (configuration not stated)
 : -6 | -15 | 3.0
COC(=O)CSc1ncnc2c1sc1nc(-c3ccco3)c3c(c12)CC(C)(C)OC3
 : -21 | -11 | -1.2
O=C(NCc1ccccn1)c1ccc2nc(-c3ccco3)c(-c3ccco3)nc2c1
 : -9 | -6 | 0.1
CCOC(=O)c1c(NC(=O)c2cc(C)on2)c2cc([N+](=O)[O-])ccc2n1C
 : -11 | 2 | 0.0
CCCCNC(=O)Oc1c(Br)cc2sc(=O)oc2c1Br
 : -2 | 1 | -1.9
Cc1cccc(CCNC(=O)c2cc(=O)[nH]c3ccc(Br)cc23)c1
 : -11 | 5 | 0.8
CCc1cc2cc3c(cc2nc1SCC(=O)Nc1cc(OC)c(OC)cc1C(=O)O)OCO3
 : -14 | -4 | 1.8
CCOC(=O)c1cc(COc2cc(Cl)cc(Cl)c2)on1
 : 22 | -10 | 0.1
COc1ccc(OC)c(CCNC(=O)Cn2sc3nc(C)cc(C)c3c2=O)c1
 : 49* | -4 | 6.4
CS(=O)(=O)/C(C#N)=C\c1cnc(S(=O)(=O)c2ccccc2)s1
 : 22 | 0 | 3.6
CCOC(=O)N1CCC(NC(=O)c2ccc3c(c2)sc2nc(-c4ccc(OC)cc4)cn23)CC1
 : 3 | -4 | 0.8
Nc1ccc(O)c2ccccc12
 : -21 | 5 | 2.2
C/C(=N\n1nnnc1Nc1ccccc1)c1ccc(N)cc1
 : -16 | -1 | 1.1
CC(=O)Cc1nnn(-c2cc(C)on2)n1
 : 7 | -1 | 0.3
O=C(Cn1c(=O)c(=O)n(Cc2ccccc2)c2ccc(Cl)cc21)Nc1cc(F)ccc1F
 : -14 | -5 | 0.0
COc1ccccc1N/C(N)=N/c1nc(CSc2nc3ccccc3s2)cc(=O)[nH]1
 : -6 | -4 | 0.6
O=C(Nc1ccc2nc(-c3ccco3)c(-c3ccco3)nc2c1)N1CCCCCC1
 : -2 | -1 | -0.6
CCOCCCn1c(=NC(=O)c2ccc(OC)c(OC)c2)c(C#N)cc2c(=O)n3cccc(C)c3nc21
 : -16 | 2 | -0.7

Further entries follow.
Sequence of screens: CHO parental Ca | OXTR potentiator | V1R ag counter
O=C(COc1ccc2ccccc2c1)Nc1nnc(-c2ccco2)s1
 : -13 | -19 | 0.3
COc1ccc(CC(NC(C)=O)C(=O)NC2CCN(c3nnnn3-c3ccccc3)CC2)cc1OC (configuration not stated)
 : -10 | -2 | 1.3
CC(=O)NC1C(=O)SC1(C)C (configuration not stated)
 : 2 | -20 | 0.1
Cc1ccc(C2C(C#N)=C(N)Oc3c2sc2ccccc32)o1 (configuration not stated)
 : -15 | -1 | 1.2
Cc1c(C)c2cc(Cl)c(O)c(CN3CCCCC3)c2oc1=O
 : 1 | -18 | -0.7
CC(C(=O)Oc1ccc2c(c1)OCO2)N1C(=O)c2ccccc2C1=O (configuration not stated)
 : -12 | 2 | -0.9
COc1cccc(C2C(C(C)=O)=C(O)C(=O)N2CCNCCO)c1 (configuration not stated)
 : 11 | -8 | 0.1
Cc1cc(C(=O)NCC23CC4CC(CC(C4)C2)C3)c(C)o1
 : -9 | 1 | -1.5
CCc1nc2sc3c(=O)n(N)cnc3c2c2c1COC(C)(C)C2
 : -2 | -2 | 0.8
FC(F)(F)c1cccc(NC(=S)NNC(=S)Nc2ccc(Cl)cc2)c1
 : -12 | -15 | 0.3
O=C(CNC1CCCCCC1)Nc1ccc(N2CCCC2)cc1
 : 14 | -5 | 0.2
CCOCC(=O)Nc1c(C)n(C)n(-c2ccccc2)c1=O
 : -5 | 8 | -0.8
Cc1csc(NC(=O)c2ccc(C(=O)Nc3nc(C)cs3)cc2)n1
 : -5 | -3 | 3.5
COc1cccc(CCN2C(=O)C(=O)N([C@@H](CNCc3ccccc3)Cc3ccccc3F)C[C@@H]2C(C)(C)C)c1
 : -14 | -21 | 2.5
Nc1c(C(=O)Nn2cnnc2)cc([N+](=O)[O-])cc1[N+](=O)[O-]
 : -7 | 0 | -0.3
Cc1nnc(C)c2c(C)n(-c3cccc4cccnc34)c(C)c12
 : -13 | -17 | -0.3
O=C(NCCC1=CCCCC1)c1ccc(Cl)cc1
 : -11 | -2 | -1.4
Oc1ccc(C=Nc2ccc3ncccc3c2)c(O)c1
 : 1 | -10 | -0.5
COc1ccc2nc(Nc3nc(CSc4nnc(C)s4)cc(=O)[nH]3)nc(C)c2c1
 : 6 | -4 | 1.4
Cc1cc(NC(=O)CSc2nc3cc(Cl)ccc3c(=O)n2CC(C)C)no1
 : -10 | -2 | 1.2
COC(=O)CCC(=O)OC1(C)C(=O)C2=CN(Cc3ccco3)C(c3ccc(OC)cc3)=CC2=C(Br)C1=O (configuration not stated)
 : -12 | -9 | 0.3
O=S(=O)(c1ccc(S(=O)(=O)N2CCCC2)cc1)N1CCCCC1
 : -2 | -4 | 0.5
CC(=O)OC[C@H]1O[C@H](C/C=N/OC[C@@H](O)[C@H]2O[C@@H]3OC(C)(C)O[C@@H]3[C@H]2O)C=C[C@@H]1OC(C)=O
 : -7 | -3 | -0.1
COc1ccc(CCNC(=O)C2CCCCC2C(=O)O)cc1OC (configuration not stated)
 : 0 | -5 | 0.7
COCCCNC(=O)Cn1nnc(-c2ccc(NC(=O)c3cccnc3)cc2)n1
 : 10 | -11 | 0.2
Cc1cc2cc(CNC(=O)c3cc4ccccc4o3)ccc2n1C
 : -15 | -3 | 0.5
COc1cccc(C2C3=C(N=c4s/c(=C\c5ccccc5O)c(=O)n42)c2ccccc2CC3)c1OC (configuration not stated)
 : -17 | -4 | -0.5
CCCCNC(=S)N(C)/N=C/c1sc(N2CCCCC2)nc1-c1cccs1
 : -18 | -1 | 0.5
O=C(O)CCCNc1cc(N2CCC3(CC2)OCCO3)c2noc3c2c1C(=O)c1ccccc1-3
 : -11 | -2 | -1.4
Cc1[nH]nc2nc3c(c(OC(=O)c4ccccc4)c12)c(=O)n(C)c(=O)n3C
 : 9 | -4 | 0.6

4 records drawn at random from the list so far:
Sequence of screens: CHO parental Ca | OXTR potentiator | V1R ag counter
CCc1nc2sc3c(=O)n(N)cnc3c2c2c1COC(C)(C)C2
 : -2 | -2 | 0.8
COc1cccc(C2C(C(C)=O)=C(O)C(=O)N2CCNCCO)c1 (configuration not stated)
 : 11 | -8 | 0.1
O=C(CNC1CCCCCC1)Nc1ccc(N2CCCC2)cc1
 : 14 | -5 | 0.2
Cc1cc2cc(CNC(=O)c3cc4ccccc4o3)ccc2n1C
 : -15 | -3 | 0.5

4 entries from above in another layout:
O=C(NCCC1=CCCCC1)c1ccc(Cl)cc1
  CHO parental Ca: -11	OXTR potentiator: -2	V1R ag counter: -1.4
COc1ccc(CCNC(=O)C2CCCCC2C(=O)O)cc1OC (configuration not stated)
  CHO parental Ca: 0	OXTR potentiator: -5	V1R ag counter: 0.7
COCCCNC(=O)Cn1nnc(-c2ccc(NC(=O)c3cccnc3)cc2)n1
  CHO parental Ca: 10	OXTR potentiator: -11	V1R ag counter: 0.2
O=C(CNC1CCCCCC1)Nc1ccc(N2CCCC2)cc1
  CHO parental Ca: 14	OXTR potentiator: -5	V1R ag counter: 0.2

Additional entries
Sequence of screens: CHO parental Ca | OXTR potentiator | V1R ag counter
COc1ccc(/C=C2/C(=N)N3C(=NC2=O)Sc2cc(S(C)(=O)=O)ccc23)cc1OC
 : -7 | -13 | -1.1
CC(C)CCNC(=O)c1ccc(-c2ccccc2)cc1
 : -6 | 3 | -1.0
COc1ccc(-c2cc(OC(=O)c3ccc(F)cc3)c3c(C)oc(C)c3c(=O)c2)cc1
 : -17 | -3 | 0.7
Cc1nn(-c2ccccc2)c(Cl)c1/C=N/NC(=O)c1ccc(NS(=O)(=O)c2cccs2)cc1
 : -6 | 0 | 0.6
COc1ccc(C)cc1NC(=O)C(Sc1ccccc1)c1ccccc1 (configuration not stated)
 : -14 | -6 | 0.5
Nc1nc2nc(SCC(=O)N3CCCc4ccccc43)[nH]c2c(=O)[nH]1
 : 5 | -10 | -0.4
O=C1CN(c2nc(-c3ccccc3)c3cc(Br)ccc3n2)c2ccccc2N1
 : -15 | -11 | -1.2
CC1=C(C#N)c2nc(N)c(C#N)c(C)c2/C1=C\c1ccc(C)cc1
 : -8 | -4 | -0.7
Cc1ccc(C2/C(=C(/O)c3cnn(-c4ccccc4)c3C)C(=O)C(=O)N2CCCN2CCOCC2)o1 (configuration not stated)
 : -14 | -3 | 1.7
COC(=O)c1cc(S(=O)(=O)n2nc(C)cc2C)c(Cl)cc1Cl
 : -13 | -5 | 0.7
COC(=O)[C@@]1(Cc2ccc(F)cc2)[C@H]2c3cc(C(=O)N4CCCC4)n(CCc4ccc(O)c(O)c4)c3C[C@H]2CN1C(=O)c1ccccc1
 : -18 | -8 | 0.9
COc1ccc(-c2noc(-c3cc4ccccc4oc3=O)n2)cc1
 : 10 | -2 | 0.3
CCCCC1=CC2=CC(=O)C(C)(O)C(=O)C2=CO1 (configuration not stated)
 : -1 | 2 | 0.5
C=CCN1/C(=C2/SC(=S)N(C)C2=O)Sc2ccccc21
 : 0 | -4 | 1.3
Cc1cc(NS(=O)(=O)c2ccc(Nc3nc(-c4sc(NC(=O)c5ccccc5)nc4C)cs3)cc2)no1
 : 14 | -5 | -1.8
C/C(CCN1CCc2nc(-c3ccccc3)c(-c3ccccc3)cc2C1)=N\O[C@@H](C)c1cn([C@H](CO)Cc2ccccc2)nn1
 : -13 | -13 | 0.0

Full records, looked up by structure. Order of screens: CHO parental Ca | OXTR potentiator | V1R ag counter
Shown for `CCOC(=O)C(CSCC(=O)c1ccc(Br)cc1)NC(=O)OC(C)(C)C` (configuration not stated) : -6 | -15 | 3.0
Shown for `O=C(CCC(=O)N1CCN(c2ccc(O)cc2)CC1)c1ccc(Br)cc1` : 18 | -5 | 3.0
Shown for `COc1ccc2nc(Nc3nc(CSc4nnc(C)s4)cc(=O)[nH]3)nc(C)c2c1` : 6 | -4 | 1.4
Shown for `CCCCCCCc1ccc(C2NC(=S)NC3=C2C(=O)c2ccccc23)cc1` (configuration not stated) : 8 | -3 | 0.1
